MT1-MMP act inh: blockers of MT1-MMP proenzyme processing, primary screen, HT1080 RFP-PRO-GFP cells, GFP/RFP fluorescence; GFP/RFP ratio fluorescence, overnight; percent of plate control window, DMSO zero; GFP/RFP ratio change, % at 20 µM; actives 0.061% (n = 360,000); AID 651647, 2012;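 active = GFP/RFP ratio change of at least 30% with cell ATP level not reduced by more than half and red fluorescence within 50% of control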; also: strong numbers were not always called active
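Read-out: GFP/RFP fluorescence ratio; Test system: RFP-PRO-GFP reporter HT1080 cells; Compound dosing: single-point 20 µM compound, 1% DMSO; Times: overnight compound exposure at 37 °C.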
bovine MsrA act: bovine MsrA enzyme activators, primary screen, biochemical, absorbance, HTS; AID 602163, 2012; purified bovine MsrA, absorbance read-out; actives 0.3% (n = 360,000); Methionine sulfoxide reductase A (Bos taurus); activation, % at 10.6 µM; in the data active = activation above about 7.5%;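 also: 0% = vehicle and 100% = reference activator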
FAS-TE inh: FAS thioesterase domain inhibitors, primary screen, biochemical, fluorescence intensity, uHTS. Fatty acid synthase (Homo sapiens), P49327. recombinant FAS-TE, OMFH fluorogenic substrate, fluorescence endpoint. inhibition, % at 15 µM. actives 0.67% (n = 360,000);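 active = compounds whose normalised, plate-corrected inhibition of enzyme fluorescence in the single-dose primary screen is 50% or more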;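 also: 0% = DMSO with enzyme and 100% = substrate without enzyme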
Rpn11 inh: Rpn11 (PSMD14) deubiquitinase inhibitors, primary screen, biochemical, fluorescence polarization, uHTS. human 26S proteasome, Ub4-pepOG fluorescence polarization; 20S core pre-blocked with epoxomicin. calls only at 20 µM. 26S proteasome non-ATPase regulatory subunit 14 (Homo sapiens), O00487. AID 588493, 2011. actives 0.59% (n = 360,000);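 active = inhibition at 20 µM, scaled to each plate's controls, above about 33%, limit read from the data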
MsrA inhibitor: bovine MsrA enzyme inhibitors, primary screen, biochemical, absorbance, HTS. Methionine sulfoxide reductase A (Bos taurus). purified bovine MsrA, absorbance read-out. inhibition, % at 15.5 µM. actives 0.75% (n = 360,000); in the data active = inhibition above about 4.5%;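 also: 0% = vehicle wells with enzyme and 100% = reference inhibitor wells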
eLon inh: inhibitors of E. coli Lon protease, primary screen, biochemical, fluorescence polarization; purified E. coli Lon protease; P0A9M0; inhibition, % at 7.94 µM; actives 0.42% (n = 360,000); in the data active = inhibition above about 13%, passing the limit was not always enough;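 also: 0% = enzyme with probe and DMSO and 100% = no enzyme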
Target sequence (P0A9M0 whole entry, looked up): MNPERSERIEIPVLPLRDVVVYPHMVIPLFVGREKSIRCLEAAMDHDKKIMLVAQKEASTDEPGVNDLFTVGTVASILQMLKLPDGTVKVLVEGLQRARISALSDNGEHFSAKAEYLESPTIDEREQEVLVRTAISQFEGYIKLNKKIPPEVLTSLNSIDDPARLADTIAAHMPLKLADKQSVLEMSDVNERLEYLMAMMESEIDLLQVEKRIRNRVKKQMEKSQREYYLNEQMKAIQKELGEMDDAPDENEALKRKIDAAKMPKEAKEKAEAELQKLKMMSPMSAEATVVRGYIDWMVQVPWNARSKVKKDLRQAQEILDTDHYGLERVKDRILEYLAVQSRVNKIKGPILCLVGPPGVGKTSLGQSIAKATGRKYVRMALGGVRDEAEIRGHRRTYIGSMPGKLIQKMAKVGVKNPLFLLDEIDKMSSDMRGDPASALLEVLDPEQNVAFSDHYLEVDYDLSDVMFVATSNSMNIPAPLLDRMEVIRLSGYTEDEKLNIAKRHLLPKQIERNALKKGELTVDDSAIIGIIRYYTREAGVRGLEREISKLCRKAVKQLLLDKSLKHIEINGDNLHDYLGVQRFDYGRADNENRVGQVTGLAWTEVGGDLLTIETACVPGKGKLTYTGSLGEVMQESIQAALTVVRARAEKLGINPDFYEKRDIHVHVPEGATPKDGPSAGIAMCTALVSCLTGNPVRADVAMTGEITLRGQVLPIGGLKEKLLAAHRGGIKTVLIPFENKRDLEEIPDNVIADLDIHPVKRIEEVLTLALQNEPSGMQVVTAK
CSN deneddyl inh: inhibitors of CSN-mediated cullin deneddylation, primary screen, biochemical, fluorescence polarization, uHTS; Purified CSN, SCF-Nedd8-OG deneddylation; inhibition, % at 12.5 µM; actives 0.38% (n = 360,000); AID 651999, 2013;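 active = pattern-corrected inhibition above about 35%, with an unprinted fluorescence ratio check between 0.5 and 1.5, limit read from the data, passing the limit was not always enough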;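 also: 0% = enzyme with substrate and 100% = substrate without enzyme; some results filed as inactive read as strong as hits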
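Assay system: Purified human Csn5 enzyme expressed in HEK293T cells | Amount: Enzyme 0.24 nM | Measured by: Fluorescence polarization readout | Medium: Tris/NaCl/DTT buffer, pH 7.5 | Compound dosing: One concentration, 12.5 µM, 0.25% DMSO | Times: 90 min incubation of compound, enzyme and substrate at room temperature | Control set: no-enzyme wells high, enzyme-with-substrate wells low | Read-out: % inhibition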
Rin1-Abl PPI inh: inhibitors of Rin1-Abl protein binding, primary screen, biochemical, TR-FRET; inhibition, % at 7.35 µM; actives 0.4% (n = 360,000); in the data active = inhibition above about 5%, passing the limit was not always enough
PABP1 MLLE inh: inhibitors of PABP1 MLLE–PAM2 peptide binding, primary screen, biochemical, fluorescence polarization, FITC-PAM2, GST-MLLE. inhibition, % at 20 µM. actives 0.36% (n = 360,000). Polyadenylate-binding protein 1 (Homo sapiens), P11940. AID 588489, 2011; in the data active = inhibition above about 35%, passing the limit was not always enough;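 also: plate controls were DMSO wells with GST-MLLE for no effect and wells lacking GST-MLLE protein for full effect; some results filed as inactive read as strong as hits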
Starred values were filed as active, the others as inactive; i = inactive; . = no result given. Compounds were not picked by outcome; 3.7% or so of the library scored in one or more.

SMILES	MT1-MMP act inh	bovine MsrA act	FAS-TE inh	Rpn11 inh	MsrA inhibitor	eLon inh	CSN deneddyl inh	Rin1-Abl PPI inh	PABP1 MLLE inh
COc1ccccc1-n1c(-c2ccccc2)c[nH]c1=S	0.1	1.3	-3.0	i	2.2	-0.4	-2.4	4.0	1.7
COc1cccc(Nc2ccc([N+](=O)[O-])c3nonc23)c1	-7.8	-0.5	-1.2	i	-0.1	-22.0	11.8	-7.3	-53.2
O=C(CSc1nnc(Cc2ccccc2)n1-c1cccc(Cl)c1)NNC(=O)Cc1ccccc1	1.4	-1.8	-0.5	i	0.2	-6.1	-0.7	1.0	9.8
COc1ccc(Oc2ccc(N/C=C3\CCCC3=O)cc2)cc1	-1.6	-5.1	-3.5	i	2.4	-5.2	5.1	-1.2	-55.3
COC(=O)c1cc(NC(=O)CC2Oc3ccccc3NC2=O)cc(C(=O)OC)c1 (stereo not given)	4.3	-4.7	3.3	i	0.1	4.7	-1.6	-3.2	0.1
O=C(NCCO)c1nc(C(=O)c2ccccc2)c2ccccc2n1	-0.9	-0.3	-7.9	i	-0.9	-3.3	3.2	-2.9	-9.1
O=C(NC1CCN(C(=O)N2CCOCC2)CC1)c1ccccc1	5.8	-1.5	-10.0	i	-0.5	-0.7	7.6	1.1	13.8
Cc1ccc(OCC(=O)Nc2ccc(N3CCOCC3)cc2)c([N+](=O)[O-])n1	2.4	-2.3	-1.4	i	0.2	-3.5	3.9	-0.2	5.0
CCOc1ccc(NC(=O)CSc2nnc(-c3ccncc3)n2CC2CCCO2)cc1 (stereo not given)	-0.4	-2.5	-5.0	i	-0.2	1.6	-2.1	-1.5	5.4
COc1ccccc1C(=O)Nc1ccc(C(=O)O)cc1	-3.8	-13.2	-6.9	i	-0.4	-10.4	2.5	7.8	-3.1
O=C(Cc1ccc(Br)cc1)NC1CCCCC1	6.3	-4.2	2.2	i	-1.1	-0.4	-0.1	-1.6	10.9
CCCCC(=O)NC1(C(F)(F)F)NC(=O)N(Cc2ccccc2)C1=O (stereo not given)	3.3	-1.3	6.7	i	0.6	-4.5	3.6	4.8	-22.0

2 records picked at random from the list so far, as already listed:
SMILES	MT1-MMP act inh	bovine MsrA act	FAS-TE inh	Rpn11 inh	MsrA inhibitor	eLon inh	CSN deneddyl inh	Rin1-Abl PPI inh	PABP1 MLLE inh
COc1ccc(Oc2ccc(N/C=C3\CCCC3=O)cc2)cc1	-1.6	-5.1	-3.5	i	2.4	-5.2	5.1	-1.2	-55.3
CCOc1ccc(NC(=O)CSc2nnc(-c3ccncc3)n2CC2CCCO2)cc1 (stereo not given)	-0.4	-2.5	-5.0	i	-0.2	1.6	-2.1	-1.5	5.4

The listing continues.
SMILES	MT1-MMP act inh	bovine MsrA act	FAS-TE inh	Rpn11 inh	MsrA inhibitor	eLon inh	CSN deneddyl inh	Rin1-Abl PPI inh	PABP1 MLLE inh
O=C(CN1CCCCC1)N1N=C(c2cccs2)CC1c1cccs1 (stereo not given)	-1.3	-3.0	-2.3	i	1.4	4.3	-2.8	-1.5	16.5
COC(=O)CNC(=O)Cn1ccc2ccccc2c1=O	2.2	1.1	-4.4	i	2.2	3.0	2.8	-1.2	8.2
CCC(CC)C(=O)NCCCCc1ccccc1	0.5	-5.6	-12.4	i	-0.6	-1.3	-5.6	6.0	-0.9
CCNc1nc(NCC)nc(SCCOC(=O)Nc2ccc(Cl)cc2Cl)n1	-1.9	0.0	10.8	i	-0.3	-8.0	-0.3	-0.5	10.1
Cc1csc(NS(=O)(=O)c2cccc([N+](=O)[O-])c2)n1	-1.4	0.1	2.7	i	4.0	0.8	-3.0	-3.4	11.3
N#C[C@]1(S(=O)(=O)c2ccccc2)C[C@@H]2ON=C(c3cccc(Br)c3)[C@@H]2C1	2.9	-1.0	25.7	i	0.1	2.2	0.8	0.6	-3.1
COC(=O)[C@@H]1C(c2ccccc2)(c2ccccc2)[C@@]1(C)C(=O)OC	0.1	-4.5	-1.3	i	-0.9	9.8	-0.9	2.9	-1.5
C#CCNC(=O)C1=C[C@@H](C2CC2)[C@H](CCCO)[C@@H](OCC)O1	-0.9	-1.2	-8.7	i	0.9	3.6	-2.4	0.2	-2.8
CC(C)(C)NC(=O)C(c1ccc(O)cc1)N(C(=O)CCC(=O)Nc1nccs1)c1ccccc1F (stereo not given)	-6.5	-1.2	0.4	i	1.9	9.8	-2.3	0.5	5.7
COc1ccccc1-c1noc(-c2ccccc2C(=O)NCC2CCCO2)n1 (stereo not given)	0.7	-2.9	-3.0	i	-1.1	2.7	3.6	-1.2	6.2
CCOc1cccc(-c2c(C(=O)N/N=C/c3ccc(C)s3)nnn2-c2nonc2N)c1	1.4	-0.8	10.5	i	2.8	-11.0	-3.6	-5.2	-3.6
Cc1ccc(S(=O)(=O)Cn2nnnc2CN(Cc2ccco2)CC2CCCO2)cc1 (stereo not given)	-15.1	4.7	-0.5	i	-0.7	2.2	-1.6	2.1	-9.5
O=c1c(Cl)cc(Cl)nn1-c1ccccc1	-3.7	-5.2	-6.0	i	2.3	-10.7	-0.1	-0.5	-24.3
O=C(Nc1ccc(-n2nncc2-c2ccco2)cc1)c1cc2ccccc2oc1=O	-0.7	-1.7	9.2	.	.	-6.8	95.6	-2.8	-3.1
Cc1ccc(CNC(=O)CCn2cc(-c3ccc(F)cc3)nc2-c2ccncc2)cc1	2.7	-5.6	0.3	i	0.2	-10.2	-1.7	1.3	-4.3
C/C(=N\NC(=O)CC(C)C)c1c(C(F)(F)F)[nH]n(-c2nc3ccccc3s2)c1=O	-3.0	-7.0	6.4	i	-0.7	-6.4	-1.9	-1.0	7.1
CCOC(=O)c1c(CN2CCN(CCO)CC2)n(C)c2cc(Br)c(OC)cc12	-7.9	-1.3	-6.9	i	-0.1	-1.9	-2.1	-0.6	-3.4
COc1ccc(C(=O)c2cc(OC)c(OC)c(OC)c2)cc1OC	8.1	4.6	-2.6	i	1.6	0.6	-3.5	1.6	9.2
COc1ccc2c(c1OC)c(=O)n1c3ccc(OC(C)C(=O)NCCN4CCOCC4)cc3c3ccnc2c31 (stereo not given)	7.5	-0.9	-3.1	i	0.0	-3.1	6.2	-8.5	8.2
O=C(NNC(=O)c1cccc(S(=O)(=O)N2CCc3ccccc32)c1)c1ccccc1	-0.9	-10.6	2.3	i	-1.4	-11.9	-8.3	-2.2	7.1
Cc1ccc(C)c(S(=O)(=O)N2CCCOC2CNC(=O)C(=O)NCCN2CCOCC2)c1 (stereo not given)	0.5	-1.4	-6.9	i	1.7	-10.7	-3.6	-2.1	6.9
O=S(=O)(c1ccccc1)N1CCCN(S(=O)(=O)c2ccccc2)CC1	1.3	-2.8	9.2	i	-0.9	-10.6	-2.7	-0.4	-15.8
Cc1ccc(S(=O)(=O)n2nc(C)c(C#N)c2N)cc1	3.5	-1.2	-10.4	i	-0.2	1.7	-13.2	-1.8	9.7
Cc1cc(CCCCCCCCc2cc(C)cc(=O)o2)oc(=O)c1	4.8	-2.9	3.8	i	-0.1	3.6	3.2	-0.9	-8.6
COc1ccc(NC(=S)N2CCC(NC(=O)c3cccc(F)c3)CC2)cc1	1.8	-1.8	-4.1	i	-1.5	2.7	0.0	1.2	-96.0
CCOC(=O)c1cnc(-n2nc(C)cc2C)nc1NNc1cc(C)nc(-c2ccccc2)n1	.	-7.7	6.1	i	-0.5	1.9	-0.9	0.2	-35.2
COc1ccccc1NC(=O)c1cc[n+](C)cc1	1.6	-3.8	-5.1	i	0.6	-1.3	1.6	1.2	-121.3
Cc1ccc(-n2c(SCC(=O)Nc3cc(S(=O)(=O)N4CCOCC4)ccc3Cl)nc3ccccc3c2=O)cc1	-1.8	-7.6	95.3*	i	0.6	6.0	-8.6	-2.1	-12.6
Nc1nnnn1/N=C/c1cccc(Oc2ccccc2)c1	3.1	-1.7	-16.3	i	1.0	9.4	1.3	-0.4	-5.8
Nc1ccccc1C(=O)Nc1ccc(Cl)cc1Cl	-1.2	-11.2	6.9	i	1.9	9.1	1.5	0.2	8.8
Cc1ccc(C(=O)NC23CC4CC(CC(C4)C2)C3)c(Cl)c1	0.7	-2.6	10.4	i	0.3	-10.6	-3.1	-3.2	-1.6
COc1ccc(CCN2C(=O)c3[nH]nc(-c4ccccc4O)c3C2c2cccc(O)c2)cc1OC (stereo not given)	2.3	-1.1	-167.6	i	1.4	-3.3	0.2	8.8	-10.5
Fc1ccc(N2CCN(c3ncnc4c3nnn4Cc3ccccc3Cl)CC2)cc1	-4.1	3.2	0.9	i	0.4	2.3	-4.9	-0.3	-9.8
O=C(NNC(=O)c1ccc2ccccc2c1)c1cccc(Cl)c1	0.0	0.1	-3.8	i	-1.1	2.9	3.8	1.3	-2.3
CC1CCC2C(=O)N(c3ccc(NC4CCCCC4)c([N+](=O)[O-])c3)C(=O)C2C1 (stereo not given)	7.4	1.0	20.4	i	0.8	10.5	-2.1	-4.5	6.9
CCn1cc(C(=O)N(C)Cc2ccc(OC(F)F)cc2)c(=O)c2ccc(C)nc21	-0.7	-1.2	-6.9	i	0.6	-7.6	-1.1	0.9	-9.4
COC(=O)c1ccc(COC(=O)c2ccccc2OC)cc1	0.3	0.8	9.7	i	-0.6	-1.9	0.9	0.1	4.4

Of the compounds above, 2 have a cyano group:
SMILES	MT1-MMP act inh	bovine MsrA act	FAS-TE inh	Rpn11 inh	MsrA inhibitor	eLon inh	CSN deneddyl inh	Rin1-Abl PPI inh	PABP1 MLLE inh
N#C[C@]1(S(=O)(=O)c2ccccc2)C[C@@H]2ON=C(c3cccc(Br)c3)[C@@H]2C1	2.9	-1.0	25.7	i	0.1	2.2	0.8	0.6	-3.1
Cc1ccc(S(=O)(=O)n2nc(C)c(C#N)c2N)cc1	3.5	-1.2	-10.4	i	-0.2	1.7	-13.2	-1.8	9.7

From PubChem
